Source: PubChem (several laboratories)
CAL PDZ FP-1: CAL PDZ peptide-binding inhibitors, primary screen, biochemical, fluorescence polarization, Cer-tagged CAL PDZ, HTS; Golgi-associated PDZ and coiled-coil motif-containing protein (Homo sapiens), Q9HD26; hit rate 0.02% among 330,000; purified CAL PDZ, TMR-peptide fluorescence polarization, 1 h; AID 504414, 2011; inhibition, % at 20 µM;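 active = highest replicate inhibition of at least 40%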;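 also: plate controls were DMSO neutral control wells for no effect and unlabeled competitor peptide control wells for full effect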
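System: purified tagged CAL PDZ domain construct (CerCALP). Schedule: 1 h incubation at room temperature before polarization reading. Medium: 25 mM sodium phosphate pH 7.4, 150 mM NaCl, TCEP, IgG, Thesit. Read-out: percent inhibition from loss of millipolarization. Measured by: FP readout, S and P plane fluorescence. Probe or stimulus: fluorescent TMR peptide probe.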
NSD2 HMT inh: NSD2 histone methyltransferase inhibitors, primary screen, biochemical, AlphaScreen, single concentration, set 2. hit rate 0.54% among 310,000. Histone-lysine N-methyltransferase NSD2 (Homo sapiens), O96028. inhibition, % at 12.5 µM. AID 743445, 2014. NSD2 peptide methylation, 120 min; in the data active = inhibition above about 50%
CAL PDZ FP-2: untagged CAL PDZ binding inhibitors, primary screen, biochemical, fluorescence polarization, HTS; purified CAL PDZ, TMR-peptide fluorescence polarization, 1 h; inhibition, % at 24.9 µM; hit rate 0.92% among 300,000; AID 602252, 2012;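 active = mean inhibition of at least 30% with at least half of replicates also reaching 30%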;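 also: 0% = DMSO neutral control and 100% = excess unlabeled competitor peptide PRC23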
LANA DNA inh: inhibitors of KSHV C-LANA binding to DNA, primary screen, biochemical, fluorescence polarization, FAM-LBS DNA, MBP-C-LANA, single point | Kaposi's sarcoma herpesvirus LANA C-terminal domain (residues 932-1162) DNA binding | inhibition, % at 9 µM | AID 504423, 2011 | hit rate 0.078% among 340,000;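 active = highest replicate inhibition at or above 60% at 9 µM, even if other replicates fall short; inactive = all replicates below 60% inhibition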;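 also: 0% = neutral control wells and 100% = 4 µM acridine orange control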
RTF Ca sens inh: cardiac RTF calcium sensitivity inhibitors, primary screen, biochemical, IANBD-TnC fluorescence, EC70 calcium. IANBD-labeled cardiac RTF, Ca2+ fluorescence. inhibition, % at 7.15 µM. hit rate 0.12% among 340,000. AID 493244, 2011;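 active = inhibition above the mean inhibition of all tested compounds plus 3 SD, cut at about 17% in these data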;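 also: assay run at fixed EC70 calcium of 1.6 mM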
Pemphigus Ab inh: inhibitors of pemphigus antibody binding to DSG3, primary screen, biochemical, bead-based, flow cytometry, scFv-GFP. Desmoglein-3 (Homo sapiens), P32926. DSG3-coupled beads, scFv-anti-DSG3-GFP binding; active compounds read low. binding (percent of control), % at 10 µM. hit rate 0.48% among 310,000;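 active = binding more than 3 SD below its plate's average and above zero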;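 also: hits lower antibody fragment binding to DSG3; some compounds called inactive have numbers as strong as hits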
V-ATPase pH: regulators of yeast V-ATPase proton pumping, primary screen, pHLuorin cytosolic pH fluorescence. response, % at 10 µM. AID 504577, 2011. hit rate 0.37% among 350,000. S. cerevisiae; in the data active = response mostly above about 7.3%, no sharp cut-off; inactive = mostly below about 5.4%; also: actives read high; inactives centre near 0; some compounds called inactive have numbers as strong as hits; reference of the scale not given here
Keap1 Nrf2 FP: Keap1-Nrf2 protein-protein interaction inhibitors, primary screen, biochemical, fluorescence polarization, single point; inhibition, % at 9.4 µM; hit rate 0.15% among 340,000; Keap1 Kelch-Nrf2 peptide fluorescence polarization, 1536-well; in the data active = inhibition above about 12%;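 also: human Keap1 Kelch domain with fluorescein labeled Nrf2 9mer peptide probe; 0% = neutral control wells and 100% = peptide positive control; higher means more block of Keap1 binding to Nrf2 peptide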
Arr AP2 block: inhibitors of beta-arrestin/AP2 binding, primary screen, biochemical, GPCR trafficking, flow cytometry; hit rate 0.31% among 340,000; beta-arrestin 1 C-terminal peptide binding to AP2 beta2-adaptin appendage (human); FITC-arrestin peptide / GST-AP2 beads; AP2 beta2 appendage carries R879A mutation; inhibition, % at 10 µM;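 active = inhibition above a set limit, near 3 SD of compounds lacking own fluorescence, cut at about 54% in these data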;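 also: plate controls were DMSO wells for no effect and 5 µM unlabelled arrestin peptide for full effect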
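System: GST-AP2 R879A bound to glutathione beads, E. coli-expressed. Also added: 50 nM FITC-arrestin peptide. Schedule: compound with beads 12 min RT, then probe 1 h RT. Signal: bead flow cytometry, FITC channel. Read-out basis: percent response.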
DAGLB inhibitor: DAGLB lipase inhibitors, primary screen, biochemical, fluorescence, HTS. Diacylglycerol lipase-beta (Homo sapiens), Q8NCG7. HEK293T DAGLB membrane lysate, EnzChek fluorogenic substrate. inhibition, % at 5.17 µM. hit rate 0.059% among 340,000. AID 504411, 2011; in the data active = inhibition above about 34%;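 also: 0% = enzyme with vehicle and 100% = wells lacking enzyme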
Target sequence (Q8NCG7 whole entry, looked up): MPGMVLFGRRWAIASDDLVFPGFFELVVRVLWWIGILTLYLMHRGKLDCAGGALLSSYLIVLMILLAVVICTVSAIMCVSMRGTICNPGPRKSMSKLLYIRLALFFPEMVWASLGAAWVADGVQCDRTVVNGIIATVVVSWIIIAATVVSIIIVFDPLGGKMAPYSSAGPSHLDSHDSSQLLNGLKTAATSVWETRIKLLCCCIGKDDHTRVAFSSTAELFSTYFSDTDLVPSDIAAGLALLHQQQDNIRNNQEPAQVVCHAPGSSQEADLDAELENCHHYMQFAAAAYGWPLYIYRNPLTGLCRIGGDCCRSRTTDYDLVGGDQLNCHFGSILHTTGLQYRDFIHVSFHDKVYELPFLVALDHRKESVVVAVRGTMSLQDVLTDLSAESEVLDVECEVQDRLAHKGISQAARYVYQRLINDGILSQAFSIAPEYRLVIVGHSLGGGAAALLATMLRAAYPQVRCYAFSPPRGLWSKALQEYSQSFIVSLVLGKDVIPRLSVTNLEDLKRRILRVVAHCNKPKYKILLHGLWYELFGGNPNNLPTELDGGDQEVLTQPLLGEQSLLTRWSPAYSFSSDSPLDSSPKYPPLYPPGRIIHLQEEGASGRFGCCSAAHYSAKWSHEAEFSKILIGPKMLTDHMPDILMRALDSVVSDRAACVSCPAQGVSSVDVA
* marks the source's active call; other numbers are inactive results; nt = no result given. Some of the compounds tested. The share of hits here may be higher or lower than overall.

SMILES	CAL PDZ FP-1	NSD2 HMT inh	CAL PDZ FP-2	LANA DNA inh	RTF Ca sens inh	Pemphigus Ab inh	V-ATPase pH	Keap1 Nrf2 FP	Arr AP2 block	DAGLB inhibitor
NC(=O)C1CCN(/C=C2\C(=O)NC(=O)N(Cc3ccco3)C2=O)CC1	-1.5	nt	24.1	4.8	-5.7	92.5	-4.5	-2.2	10.1	1.8
Cc1ccc2c(c1)C1CN(C)CCC1N2C(=O)Nc1cccc(Cl)c1 (stereo not drawn)	-1.3	2.5	-5.0	-1.4	0.1	104.6	3.7	-1.7	3.2	1.8
COc1ccccc1C=C1C(=O)NC(=S)NC1=O	0.3	9.1	-3.9	2.4	-0.2	94.0	1.7	2.3	-2.4	-0.4
Cc1cc(Oc2ccc(C(F)(F)F)cc2[N+](=O)[O-])c2c3c(c(=O)oc2c1)CCCC3	-0.4	-3.5	-1.9	-0.1	0.0	96.4	-0.9	-4.7	13.7	-1.5
C[N+]1(C)C2CCC1CC(OC(=O)C(CO)c1ccccc1)C2 (stereo not drawn)	-2.8	nt	-2.6	0.7	6.1	97.2	7.3	-2.9	-99.7	-0.1
CN1CCN(c2nccc3c2ncn3C)CC1	-2.6	-0.3	5.4	3.1	-5.4	104.9	1.1	-7.0	-0.3	0.7
COc1ccccc1C1C([N+](=O)[O-])=C(N)Oc2c1c(=O)oc1ccccc21 (stereo not drawn)	-0.9	30.3	-2.1	0.3	-0.3	100.1	-4.5	-0.5	33.8	-0.7
Cc1nn(CC(C)C)c(Cl)c1C(=O)NC1CCCCC1	-1.4	-2.0	-3.5	0.5	-5.0	100.2	-1.8	1.9	-4.0	-0.8
Cc1nc2ccc(Cl)cc2c(=O)n1-c1cccc(Cl)c1	nt	-0.4	-2.0	8.7	4.8	98.4	3.7	3.2	1.9	-1.4
CC(=O)Nc1ccc(C(=O)C(Cc2ccccc2)N(C)C)cc1 (stereo not drawn)	-1.5	0.1	-3.1	-0.9	-3.6	96.7	8.7*	-2.7	2.9	-3.1
Cc1ccc(S(=O)(=O)N2CCCCC2)cc1NC(=O)CN1CC=C(c2ccccc2)CC1	-2.4	2.0	-2.9	-0.6	-24.3	124.0	-2.8	1.9	-7.6	-3.5
O=C1CC(=O)N(Cc2ccccc2)C(=O)N1	-0.3	0.1	0.2	-3.0	-14.9	nt	-2.5	-8.3	-0.1	6.3
CN1CCCC(C(=O)c2ccc(Cl)cc2)C1 (stereo not drawn)	-5.0	-0.1	1.3	1.9	-4.2	97.4	-0.1	-5.3	-26.2	2.1
CCCCn1c(=O)c(C(=O)NC(C)c2ccccc2)c(O)c2ccccc21 (stereo not drawn)	1.0	-0.8	-4.3	-1.0	-5.4	101.0	5.1	-0.1	34.3	-3.7
Nc1ccccc1C(=O)OCCc1ccccc1	-2.0	nt	-4.2	-1.8	-3.4	102.9	-0.5	-3.1	11.2	-6.4
CC(=NCc1cccnc1)c1c(O)n(-c2ccccc2C)c(=O)[nH]c1=O	-1.6	4.8	nt	5.3	-7.8	104.5	-1.1	-6.0	3.1	0.4
CCC(=O)c1ccc(OCC(=O)N2CCN(CC(=O)Nc3ccc(C)cc3)CC2)cc1	-0.8	8.7	-6.4	1.0	1.6	99.3	2.1	-0.2	25.6	-0.5
CCOc1ccc(C2SCC(=O)Nc3c2c(C)nn3C2CCOC(C)(C)C2)cc1 (stereo not drawn)	-0.8	0.1	-0.6	-0.4	1.1	100.9	2.9	3.4	20.6	-2.1
Cc1ccsc1C(=O)C1CCCN(Cc2cnc(N3CCOCC3)s2)C1 (stereo not drawn)	0.1	5.1	-1.9	1.5	1.7	99.0	1.9	-1.3	46.4	-1.7
COc1ccc(OCC(=O)N2CCN(Cc3ccc4c(c3)OCO4)CC2)cc1	-0.1	-4.3	-0.7	-2.9	-1.0	107.3	-0.1	-3.7	-23.3	-0.2
Cn1cnc(CCN)c1	-1.4	nt	0.8	-0.2	7.2	117.5	2.6	2.0	-3.4	2.3
CCCN1CCCC(C(=O)c2cc(C)c(OC)c(C)c2)C1 (stereo not drawn)	1.5	1.3	-4.8	-5.2	-3.5	113.0	2.0	-2.0	8.3	-0.1
CCOC(=O)C1(CCc2ccccc2)CCN(CC(O)CO)CC1 (stereo not drawn)	0.4	23.6	-0.8	2.9	1.5	113.5	-0.7	-1.4	7.3	-0.5
O=C1NC(=O)N(Cc2ccco2)C(=O)/C1=C/C=C/c1ccco1	0.8	nt	4.6	19.0	-9.9	102.0	-3.4	-8.1	16.1	2.0
O=C(c1ccc(Cl)cc1)C1CCCN(Cc2ccc3c(c2)OCCO3)C1 (stereo not drawn)	0.2	-0.9	-2.6	-4.1	2.5	102.2	0.1	-4.0	-9.6	-7.4
COC(=O)C1=C(c2cc3ccccc3o2)C[C@@H]2CC[C@H]1N2C(=O)NCCCOC(C)C	-1.4	nt	-2.2	3.1	0.3	109.0	0.0	-6.6	-4.0	1.5
CCOc1cc(CNCCc2c[nH]c3ccccc23)cc(Cl)c1OCC	-2.6	8.9	-2.1	0.0	-26.1	129.8	-1.7	-6.9	-0.3	0.6
CCN(CC)S(=O)(=O)c1ccc(C)c(NCC(=O)Nc2ccc(C#N)c(Cl)c2)c1	-2.1	0.9	-0.2	-1.4	12.1	87.7	-0.8	2.3	24.0	-3.3
O=C(c1ccccc1F)N1CCC2(CC1)OCCO2	-3.9	0.0	-1.5	-0.1	-5.9	95.3	3.2	-3.2	18.2	-0.9
CC1OC(NCCc2ccccc2)C(O)C(O)C1O (stereo not drawn)	-0.4	-2.6	-1.9	-2.0	-8.0	102.2	-8.5	0.9	3.8	-1.4
C1CCCN(C2CCNCC2)CC1	-0.3	-0.9	nt	-0.2	-5.3	99.0	-2.4	-0.2	5.2	0.6
CCN(CC)CCCN=C(C)c1c(O)n(-c2ccc(C)cc2)c(=O)[nH]c1=O	-0.9	24.7	-2.8	0.1	-4.0	109.3	3.1	-1.9	12.9	-0.7
COc1ccc(Oc2cc(NC(=O)c3nn(C)cc3[N+](=O)[O-])cc([N+](=O)[O-])c2)cc1	nt	nt	-8.9	0.2	-7.1	95.7	-3.8	3.9	4.4	1.5
CNc1cc(N2CCNCC2)ccc1[N+](=O)[O-]	-2.3	5.6	-1.9	-0.8	2.6	84.4	-2.2	-1.3	-0.6	-1.3
c1cncc(C2Nc3cccc4cccc(c34)N2)c1	0.5	-0.8	-3.3	4.3	-12.9	117.1	10.3	-3.6	26.1	0.3
Cc1cc(C)c(C(=O)CN2CCOCC2)c(C)c1	-0.6	-1.1	-0.9	0.9	-1.7	108.0	3.3	-3.8	3.6	0.5
C1=C(c2c[nH]c3ccccc23)CCN(Cc2ccccc2)C1	-4.2	4.7	2.5	-3.2	3.0	103.2	1.4	-2.4	0.5	0.5
COc1ccc(-n2c(O)c(C=NCc3ccc4c(c3)OCO4)c(=O)[nH]c2=O)cc1	-0.3	-0.1	-1.0	-1.6	2.1	107.6	9.0	-0.4	11.7	0.9
COc1ccc(N2C(=O)NC(=O)/C(=C\c3cn(CC(=O)N4CCOCC4)c4ccccc34)C2=O)c(OC)c1	-0.7	nt	nt	-0.7	-4.1	108.5	2.9	-7.7	-3.0	-2.9
Nc1ccc2cc(Br)ccc2c1	0.2	3.9	3.2	0.3	-6.4	106.6	-1.3	0.4	60.5*	2.0
Cc1ccsc1C(=O)C1CCCN(Cc2cccn2-c2ccccn2)C1 (stereo not drawn)	-0.5	2.2	-4.9	-0.5	-3.5	107.5	-1.9	-3.7	3.2	0.3
O=[As](O)(O)c1ccc(N=Nc2ccc(O)cc2)cc1	0.3	31.9	-3.9	1.1	-2.8	92.5	-2.9	-2.7	-8.2	-0.3
O=C(c1ccc(Cl)cc1)C1CCCN(Cc2ccc3ncccc3c2)C1 (stereo not drawn)	0.4	2.8	-2.8	5.6	-1.3	97.5	-1.2	-5.3	-5.1	-2.5
Cc1cc(OCc2ccc([N+](=O)[O-])cc2)c2c3c(c(=O)oc2c1)CCCC3	0.0	0.2	nt	0.7	-21.4	90.5	-1.7	2.2	35.6	2.7
COc1ccc(C(=O)Nc2cccc(S(=O)(=O)NCc3ccco3)c2)cc1	-1.6	-1.1	nt	1.0	5.2	95.1	0.0	-1.0	9.0	-0.4
COC(=O)C1=C(c2ccc(-c3ccccc3)c(F)c2)C[C@@H]2CC[C@H]1N2C(=O)N1CCc2cc(OC)c(OC)cc2C1	-0.7	nt	-1.6	1.1	-4.8	97.9	-2.0	2.2	0.8	-4.6
O=C(c1cc(C(=O)NCc2ccc(Cl)cc2)c(=O)n(Cc2ccc(Cl)cc2)c1)c1cc(F)ccc1O	-2.1	-1.9	nt	-2.0	-2.0	96.9	0.8	-1.5	-10.2	-1.9
O=P1(Nc2cccnc2)COc2ccccc2OC1	nt	-6.3	9.7	0.5	4.9	nt	-0.2	-5.8	-0.9	2.0
c1ccc(C2CC2)c(OCC2=NCCN2)c1	-0.4	nt	-2.4	1.6	5.3	121.1	-6.2	-1.4	-0.2	-0.4
CCOC(=O)c1c(C)n(Cc2ccco2)c2c1cc(O)c1ccccc12	0.5	1.2	-0.8	-0.1	-2.3	100.1	2.5	-7.0	2.4	3.1

Quoted at random: 4 entries already listed, in no set order.
SMILES	CAL PDZ FP-1	NSD2 HMT inh	CAL PDZ FP-2	LANA DNA inh	RTF Ca sens inh	Pemphigus Ab inh	V-ATPase pH	Keap1 Nrf2 FP	Arr AP2 block	DAGLB inhibitor
Cc1ccc2c(c1)C1CN(C)CCC1N2C(=O)Nc1cccc(Cl)c1 (stereo not drawn)	-1.3	2.5	-5.0	-1.4	0.1	104.6	3.7	-1.7	3.2	1.8
COc1ccccc1C=C1C(=O)NC(=S)NC1=O	0.3	9.1	-3.9	2.4	-0.2	94.0	1.7	2.3	-2.4	-0.4
COC(=O)C1=C(c2cc3ccccc3o2)C[C@@H]2CC[C@H]1N2C(=O)NCCCOC(C)C	-1.4	nt	-2.2	3.1	0.3	109.0	0.0	-6.6	-4.0	1.5
CCOC(=O)c1c(C)n(Cc2ccco2)c2c1cc(O)c1ccccc12	0.5	1.2	-0.8	-0.1	-2.3	100.1	2.5	-7.0	2.4	3.1
